HCV inhibitor – HCV inhibition. Huh7.5.1 HCVcc-Cre infection, luciferase reporter, 44 h. 340,000 tested, 3.4% active. Potency, µM (top dose mostly 41.8 µM), without a hit: at the top dose activity change, negative = inhibition, actives largely listed as inhibitors. AID 651820; also: potency is read from the fitted curve at half-maximal effect; % is scaled to controls: 0 for no effect and ±100 for the full control effect
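Seed cells (1,000/well) for 4 h; treat with compound and infect with HCVcc-Cre, moi about 0.5. Incubate 44 h, then detect luciferase activity.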
Giardia FBPA inh – Giardia lamblia aldolase inhibition. A8B2U2. purified Giardia FBPA. Potency, µM (highest dose often 59.6 µM), without a hit: at the top dose activity, negative = inhibition, hits mostly inhibitors. 290,000 tested, 0.71% active. AID 2451; also: potency is read from the fitted curve at half-maximal effect; % is scaled to controls: 0 for no effect and ±100 for the full control effect; nearly all actives have a fitted effect of over 55% in size
Target sequence (A8B2U2 whole entry, looked up): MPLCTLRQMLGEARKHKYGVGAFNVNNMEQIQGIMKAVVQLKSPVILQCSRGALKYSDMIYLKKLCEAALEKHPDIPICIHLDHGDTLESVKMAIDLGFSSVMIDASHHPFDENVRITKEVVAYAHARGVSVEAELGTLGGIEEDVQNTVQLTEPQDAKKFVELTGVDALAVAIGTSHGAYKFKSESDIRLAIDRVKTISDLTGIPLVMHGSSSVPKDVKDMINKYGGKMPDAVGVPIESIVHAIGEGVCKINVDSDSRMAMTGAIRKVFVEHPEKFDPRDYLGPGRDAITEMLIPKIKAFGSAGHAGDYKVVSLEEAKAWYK
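40 nM FBPA preincubated 10 min at RT with compound (up to 57.5 uM final), then substrate plus GAPDH/TPI/NAD/arsenate coupling and diaphorase/resazurin added. Fluorescence read after 20 min at RT, 525/598 nm.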
Pf growth 48h – P. falciparum growth inhibition at 48 hours (one generation); P. falciparum luciferase growth in erythrocytes, 48 h; Potency, µM (top dose mostly 28.7 µM), for inactives: top-dose activity change, negative = inhibition, usual class: inhibitors; 310,000 tested, 5.9% active; AID 504832; also: potency is read from the fitted curve at half-maximal effect; % is scaled to controls: 0 for no effect and ±100 for the full control effect
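Erythrocytes infected with P. falciparum carrying an integrated firefly luciferase reporter (2% hematocrit, 0.1% parasitemia final) were exposed to compounds in RPMI 1640 with 0.5% Albumax at 37 C, 5% CO2. Growth inhibition was scored as reduced luminescence.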
Pf growth 96h – P. falciparum growth inhibition at 96 hour, primary screen for plastid delayed-death inhibitors; P. falciparum luciferase reporter growth, 96 h; 320,000 tested, 6.9% active; Potency, µM (series often up to 28.7 µM), for the others: at the top dose activity change, negative = inhibition, most hits filed as inhibitors; also: potency is read from the fitted curve at half-maximal effect; % is scaled to controls: 0 for no effect and ±100 for the full control effect
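P. falciparum expressing integrated firefly luciferase grown in erythrocytes (2% hematocrit, 0.05% parasitemia final) with compounds for 96 hours at 37 C, 5% CO2. Growth inhibition read as loss of luminescence after adding luciferase detection reagent.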
CHX counter – counter-screen for Shiga toxin inhibitors: cycloheximide protein synthesis inhibition. cell reporter, cycloheximide protein synthesis inhibition counterscreen. max response, %. 300,000 tested, 12% active; in the data active = max response mostly above about 13%, no sharp cut-off; inactive = mostly below about 14%; also: read at 38.3 µM for the half of the compounds with a filed dose; 0% is about no effect
Shiga toxin inh – blocks Shiga toxin action in Vero cells. Vero cells, Shiga toxin protein synthesis inhibition reporter. AID 2315. inhibition, % at 38.7 µM. 290,000 tested, 9.2% active; in the data active = inhibition mostly above about 28%, no sharp cut-off; inactive = mostly below about 43%; also: 0% is about no effect
* hit, by the source's call; u = inconclusive; x = no result given; & = joins results of further samples; [ ] = another dose, or the depositor's remark. Unless noted, calls follow the shape of the dose curve; as a rule, active = well fitted curve in the direction sought with a large enough effect; inconclusive = small, poorly fitted or top-dose-only effect, or another doubt; inactive = no such curve, though single readings can be large; an effect the other way counts as inactive or inconclusive. This is a random part of the collection, and some 24% of all compounds hit somewhere here.

SMILES	HCV inhibitor	Giardia FBPA inh	Pf growth 48h	Pf growth 96h	CHX counter	Shiga toxin inh
COC(=O)CCCC(=O)N1CCC(CO)(CCc2ccccc2)CC1	25%	10%	3%	u	-1	3
O=S(=O)(Nc1ccccc1)c1ccc(-c2cnc(C3CC3)o2)cc1	u	x	21%	u	-1	15
Cn1c(=O)c2c(nc(Sc3n[nH]c(N)n3)n2Cc2ccccc2Cl)n(C)c1=O	10%	-5%[12.9 µM]	u	66%[activator]	-1	26
Cc1noc(/C=C/N(C)C)c1S(=O)(=O)N1CCCC(C(=O)Nc2ccc(F)cc2F)C1 (stereo not drawn)	-8%	x	u	u	2	-5
COc1ccccc1/C=C1\SC(=S)N(CCC(=O)Nc2nnc(C)s2)C1=O	16%	2%	45%[activator]	u	1	2
CCNC(=O)c1c(O)c2c([nH]c1=O)CCCC2	-20%	0%	146%[activator]	75%[activator]	7	-1
N#Cc1ccc(Oc2ccc(C(N)=O)cc2)cc1C#N	22%	6%	x	-25%	8	-20
Cc1nn(-c2ccccc2)nc1C(=O)Nc1ccc2[nH]ncc2c1	u	-8%	23%	-1%	1	4
Cc1ccc2c(c1)C(=O)N(CCCCO)C2=O	9%	2%	-5%	-10%	1	-17
Cc1ccc2cc(CCNC(=O)c3cc4ccccc4o3)c(=O)[nH]c2c1C	-6%	2%	u	u	-8	-35
CCc1ccc(C(=O)O)cc1	3%	2%	-1%	-4%	1	9
CCOC(=O)Cn1nc(C)c(NC(=O)COc2ccc([N+](=O)[O-])c(C)c2)c1C	6%	4%	12%	u	10	16
CCOC(=O)c1cc(COc2cc(Cl)cc(Cl)c2)on1	11%	4%	17%	34%[activator]	0	-26
O=C(COC(=O)c1cnccn1)c1ccc([N+](=O)[O-])cc1	-3%	-4%	25%	37%[activator]	1	-9
CC/C(=N/O)c1cnnc(SC)n1	40%[activator]	-1%	-13%	76%[activator]	-1	-63
CN(C)C(=O)N1CCC(C(=O)NCc2ccccc2Cl)CC1	-5%	8%	-16%	37%	14	-4
CN(C)/C=C/C(=O)c1ccccc1OCc1cnc(Cl)s1	5%	5%	-7%	11%	9	15
CC1(C)CC(=O)C=C(NCCN2CCN(C(=O)Nc3ccccc3)CC2)C1	8%	0%	-24%	x	-2	-9
O=C(/C=C/c1ccc(Cl)cc1)NC(=S)N1C[C@H]2C[C@H](C1)c1cccc(=O)n1C2	9%	7.1µM*	2%	-13%	-4	-6
COc1ccc(OC)c(/C=C/C(=O)c2ccc3c(c2)OCCO3)c1	u	-4%	-30%	-11%	25*	26*
Cc1cc(NC(=O)c2cccs2)n(-c2nc3ccccc3[nH]2)n1	u	-25%	u	-23%	8	35
Cc1ccccc1C(=O)NNC1=NCCC1	15%	-11%	x	u	-2	-18
COC(=O)c1ccccc1NC(=O)COC(=O)C1CCCCC1	2%	0%	-9%	10%	-3	-7
Cc1ccc(-n2ncc(C(=O)Nc3ccc(Cl)cc3)c2C2CCNCC2)cc1C	u	-3%	u	u	-4	-16
O=C(NCc1ccccc1)C(c1ccco1)N(C(=O)c1ccccn1)c1ccc(F)cc1 (stereo not drawn)	21%	-1%	-9%	95%[activator]	1	12
CCOc1ncccc1C(=O)OCC(=O)Nc1ccc(C(C)C)cc1	-7%	0%	-5%	28%	16	52
O=Cc1cn(Cc2ccc([N+](=O)[O-])cc2)c2ccccc12	9%	-2%	7%	8%	-3	-16
COc1cccc(NS(=O)(=O)c2ccc3c(c2)NC(=O)CC(=O)N3)c1	17%	x	u	79%[activator]	1	-3
Cc1ccc(CNC(=O)CCS(=O)(=O)c2cc3c(cc2Cl)NC(=O)CO3)o1	0%	-9%	28%	0%	6	-4
COc1ccc(S(=O)(=O)N(C)C)cc1NC(=O)COC(=O)Cn1cnc2ccccc2c1=O	8%	x	-20%	-24%	x	x
O=C(CCC(=O)NNC(=O)COc1ccccc1)NCc1ccccc1	10%	4%	6%	51%[activator]	-2	-2
Cc1ccc(O)c(C(=O)c2cnc3c(c2)c(=O)n(C)c(=O)n3C)c1	u	-2%	u	10µM*	-3	-6
CCC(=O)Nc1c2c(nn1-c1ccc(F)cc1)CS(=O)C2 (stereo not drawn)	10%	-1%	x	11%	-5	11
O=C(NCc1ccccn1)c1ccc(CNS(=O)(=O)c2ccc(F)cc2)cc1	9%	5%	-3%	-3%	-2	-8
Cc1nnc(NC(=O)CCS(=O)(=O)Cc2ccccc2)s1	-21%	2%	-17%	1%	-4	23
C[C@@H]1CCC(=O)N(C[C@@H](C)CSc2ccccc2)CC1	2%	4%	79%[activator]	-17%	1	6
COc1ccc(S(=O)(=O)N2CCC(C(=O)NCC(c3cccs3)N(C)C)CC2)cc1 (stereo not drawn)	8%	5%	u	u	-1	-17
CN1CCN(S(=O)(=O)c2ccc(N3CCN(C(c4ccccc4)c4ccccc4)CC3)nc2)CC1	u	9%	101%[activator]	49%[1.15 µM]	-3	5
N#CC1(NC(=O)CSc2nnc(-c3ccccc3F)o2)CCCCC1	u	x	-12%	-17%	x	x
CCn1c(O)c(C=NC2CCCC(C)C2C)sc1=S (stereo not drawn)	u	-30%	-7%	u	51*	110*
COc1ccc(OC)c(C2=NOC(C(=O)Nc3cc(C)nn3-c3ccccc3)C2)c1 (stereo not drawn)	2%&-11%	2%	0%	u	8	-5
COc1cc(CN2CCC(C)CC2)ccc1OCc1ccccc1	-25%	-14%	-5%	u	15	17
COc1cccc(NC(=O)CN(C)C(=O)CN2C(=O)NC(C)(c3ccc(C)cc3)C2=O)c1 (stereo not drawn)	-12%	x	-13%	-18%	x	x
COc1cccc(N=c2oc3c(C)ncc(CO)c3cc2C(N)=O)c1	-17%	x	u	-27%	-1	-5
CCC1(CC)NC(=O)N(CC(=O)OCC(=O)c2ccccc2OC)C1=O	13%	x	11%	31%[activator]	x	x
N#CC(C#N)=Cc1c(N2CCN(c3ccccc3)CC2)nc2ccccn2c1=O	6%	-2%	x	u	33*	82*
CCNC(=O)CSc1nc(-c2ccc(F)cc2)cs1	-20%	3%	27%	u	32*	101*
CN1C(=O)/C(=C/c2cc(N=Nc3ccccc3)ccc2O)SC1=S	u	-7%	u	u	-3	-2
O=C(NC(=S)Nc1ccc(S(=O)(=O)N2CCCC2)cc1)C1CC1	u	1%	u	0%	-2	1
Clc1ccc(CNCCC2=CCCCC2)cc1	1%	-4%	x	18%	13	0

Following part:
SMILES	HCV inhibitor	Giardia FBPA inh	Pf growth 48h	Pf growth 96h	CHX counter	Shiga toxin inh
CCn1c(CC(=O)Nc2ccccc2)nnc1SCc1nc2ccccc2c(=O)[nH]1	4%	3%	-7%	6%	-4	-7
CC(=O)N1CCc2cc(S(=O)(=O)NC(C(=O)NC3CCCc4ccccc43)C(C)C)ccc21 (stereo not drawn)	9%&11%	1%	u	u	3	33
CC(OC(=O)Cn1[nH]c(=O)c2ccccc2c1=O)C(=O)Nc1ccc(Cl)cn1 (stereo not drawn)	-1%	x	27%	42%[activator]	x	x
COc1ccc(-c2cc3ccc(OCC(C)=O)cc3oc2=O)cc1OC	-8%	-7%	114%[activator]	75%[activator]	25*	27*
CC(C)CCN1CCN(Cc2nc(-c3ccc(F)cc3)cs2)CC1CCO (stereo not drawn)	1%	0%	u	12µM*	1	-8
O=C(ON=C1CCN(S(=O)(=O)c2ccccc2)CC1)c1ccc(Cl)cc1	6%	1%	-30%	-34%	-1	3
O=C(NCCC(=O)N1CCC2(CC1)NCCc1[nH]cnc12)c1cccc(Br)c1	13%	x	-11%	-16%	0	-1
COc1ccc(OC)c(-c2nnc(SCC(=O)NC3CCCCC3)o2)c1	-11%	1%	u	u	0	-4
Cc1ccc(C(=O)NCC(=O)Nc2cccc(S(=O)(=O)NC3=NCCCCC3)c2)cc1C	7%	0%	-18%[1.15 µM]	-19%	-3	-8
CSc1nc2[nH]c3c(c2c2nncn12)CC(C)(C)OC3	5%	-3%	u	u	2	41
O=[N+]([O-])c1cc([N+](=O)[O-])c2nonc2c1Nc1ccccc1O	0%	-8%	u	2.3µM*	16*	73*
Nc1nc(SCc2nc3scc(-c4ccccc4)c3c(=O)[nH]2)n[nH]1	u	0%	2%	x	-3	-24
O=C(CCc1ccccc1)OCCOC(=O)CCc1ccccc1	14%	5%	8%	18%	-4	-3
CC(C)Oc1cccc(C(=O)C2CCCN(C(=O)c3noc4c3CCCC4)C2)c1 (stereo not drawn)	u	3%	15%	-9%	9	2
CS(=O)(=O)N1N=C(c2ccc3nccnc3c2)CC1c1ccccc1 (stereo not drawn)	-9%	0%	u	u	17*	35
O=C(Nc1ccnc(-c2ccncc2)n1)c1cccs1	8%	7%	12µM*	54%[activator]	-3	-9
CC(=O)n1nc(-c2ccccc2)nc1NCc1ccc(F)cc1	-2%	2%	2%	x	20*	46
COC(=O)C(C)Sc1nc2ccsc2c(=O)n1Cc1ccccc1 (stereo not drawn)	u	23%	-38%	-24%	8	20
COc1ccc(CN2CCNC(=O)C2CC(=O)N2CCCCO2)cc1OC (stereo not drawn)	15%	u	35%[activator]	0%	-2	-10
O=C(Nc1nccs1)c1ccc(S(=O)(=O)N2CCOCC2)cc1	-9%	-8%	-7%	18%	15*	44
CCCCc1cc(=O)oc2cc(OC(C)C(=O)NCC3CCC(C(=O)O)CC3)c(Cl)cc12 (stereo not drawn)	-30%	-4%	u	-92%	4	1
COc1ccc(/C=N/NC(=O)c2ccc(NC(=O)C3CCCCC3)cc2)cc1O	-7%	x	-19%	17%	1	7
O=C(N/N=C/c1ccc(N2CCOCC2)s1)c1ccccc1Br	16%	-18%	4%	u	17	54
Cc1cc(Cl)ccc1NC(=S)N1CCN(Cc2ccc3c(c2)OCO3)CC1	-9%	-4%	10%	50%[activator]	20	2
Cc1nc2c(c(=O)n1Cc1ccccc1Cl)c1nc3ccccc3nc1n2Cc1ccco1	12%	-9%	u	u	10	21
Cc1noc(NS(=O)(=O)c2ccc(NC(=O)Cc3ccc([N+](=O)[O-])cc3)cc2)c1C	4%	x	9%	-7%	-2	-20
Fc1ccc2nc3n(c2c1F)CCCCCC3	u	-17%	-9%	-19%	-5	-8
CCOC(=O)c1cc(-c2ccccc2)n(CC(=O)Nc2ccc(OCC)cc2)c1C	4%	6%	-6%	u	-2	-3
NC1=NC(=O)/C(=C/c2ccccc2OS(=O)(=O)c2ccc3ccccc3c2)S1	16%	-8%	0%	u	-2	-2
Cn1c(C(=O)OC(C(=O)NCC2CCCO2)c2cccnc2)cc2sccc21 (stereo not drawn)	13%	5%	5%	0%	8	-3
CC1CCN(c2ccccc2NC(=O)c2ccc(Br)o2)CC1	x	x	-1%	24%	0	-18

Whole records, quoted from the list.
Cn1c(C(=O)OC(C(=O)NCC2CCCO2)c2cccnc2)cc2sccc21 (stereo not drawn) reads HCV inhibitor: 13%; Giardia FBPA inh: 5%; Pf growth 48h: 5%; Pf growth 96h: 0%; CHX counter: 8; Shiga toxin inh: -3
Cc1nc2c(c(=O)n1Cc1ccccc1Cl)c1nc3ccccc3nc1n2Cc1ccco1 reads HCV inhibitor: 12%; Giardia FBPA inh: -9%; Pf growth 48h: u; Pf growth 96h: u; CHX counter: 10; Shiga toxin inh: 21
Cc1noc(NS(=O)(=O)c2ccc(NC(=O)Cc3ccc([N+](=O)[O-])cc3)cc2)c1C reads HCV inhibitor: 4%; Giardia FBPA inh: x; Pf growth 48h: 9%; Pf growth 96h: -7%; CHX counter: -2; Shiga toxin inh: -20

Just CHX counter, Pf growth 96h and Shiga toxin inh, for two of the compounds above:
mol	CHX counter	Pf growth 96h	Shiga toxin inh
O=C(N/N=C/c1ccc(N2CCOCC2)s1)c1ccccc1Br	17	u	54
Cc1cc(Cl)ccc1NC(=S)N1CCN(Cc2ccc3c(c2)OCO3)CC1	20	50%[activator]	2

Compound activity from PubChem BioAssay.
